# Source: PubChem BioAssay (IUPUI and University of Michigan)
# ST2 IL33 inh: blocks human ST2 binding to IL-33; AlphaLISA ST2-Fc/biotin-IL-33 interaction, 1 h; inhibition, % for hits at 17 µM; 78,000 tested, 2.3% active; in the data active means inhibition above about 30%; inconclusive means mostly about 10% to 28%
# Target sequence (Q01638 whole entry, looked up): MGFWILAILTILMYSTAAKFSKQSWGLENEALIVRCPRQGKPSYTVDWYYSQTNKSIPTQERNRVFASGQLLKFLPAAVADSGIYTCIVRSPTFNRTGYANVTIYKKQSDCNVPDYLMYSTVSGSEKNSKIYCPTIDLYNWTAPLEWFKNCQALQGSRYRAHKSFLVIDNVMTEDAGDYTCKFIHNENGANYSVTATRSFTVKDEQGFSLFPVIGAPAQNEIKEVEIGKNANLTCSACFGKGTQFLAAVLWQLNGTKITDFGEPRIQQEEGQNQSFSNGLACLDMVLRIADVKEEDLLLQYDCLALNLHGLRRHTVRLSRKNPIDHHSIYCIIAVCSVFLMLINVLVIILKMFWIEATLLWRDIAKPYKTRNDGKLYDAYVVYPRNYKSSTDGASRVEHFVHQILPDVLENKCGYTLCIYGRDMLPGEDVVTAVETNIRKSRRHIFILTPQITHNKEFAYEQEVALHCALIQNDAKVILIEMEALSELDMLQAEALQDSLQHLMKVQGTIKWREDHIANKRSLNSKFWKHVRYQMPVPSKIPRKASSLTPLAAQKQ
# * marks the source's active call; other numbers are inactive results; i = inactive; ? = inconclusive. An excerpt; rates above refer to the full screens.
# The first 3 entries, to show the layout:
SMILES,ST2 IL33 inh
Cc1cccc(NC(=O)CC2SC(=Nc3ccccc3)NC2=O)c1 (stereo not given),?
CCC(C)NC(=O)c1cc(=O)[nH]c2ccc(S(=O)(=O)N3CCCCC3CC)cc12 (stereo not given),i
COc1cc2c(C(=O)N3CCOCC3)cn(C)c(=O)c2cc1OC,?

# The listing (from the top)
SMILES,ST2 IL33 inh
Cc1cccc(NC(=O)CC2SC(=Nc3ccccc3)NC2=O)c1 (stereo not given),?
CCC(C)NC(=O)c1cc(=O)[nH]c2ccc(S(=O)(=O)N3CCCCC3CC)cc12 (stereo not given),i
COc1cc2c(C(=O)N3CCOCC3)cn(C)c(=O)c2cc1OC,?
C=CCOc1ccc(Oc2nc(N(C)C)nc(N(C)C)n2)nn1,?
Cc1sc2ncnc(SCC(=O)Nc3sc4c(c3C#N)CCC4)c2c1C,?
CNc1ncc(CN(C)C(=O)c2ccc3cccc(F)c3n2)cn1,i
Cc1cc(C)cc(-n2ccnc2-c2cnc(N(C)C)nc2)c1,?
Cn1c(=O)c2c(nc(N3CCCCCC3)n2Cc2cccc(Br)c2)n(C)c1=O,?
Cc1cc(OCC(=O)N2N=C(c3ccccc3)CC2(O)C(F)(F)F)ccc1Cl (stereo not given),i
CCOc1cc2c(C)cc(=O)oc2cc1Cl,?
CCn1cc(C(=O)NC2CCCC2)c(=O)c2cc(S(=O)(=O)N3CCC(C)CC3)ccc21,i
COc1cc(CN2CCSCC2)ccc1O,i
COCCNC(=O)CN1C(=O)/C(=C\c2ccc(Cl)cc2)Sc2ccccc21,i
CCOC(=O)C1(CCc2ccccc2)CCN(C(=O)c2cc(C(F)(F)F)[nH]n2)CC1,?
Nc1nc(Nc2ccccc2)nc2c1ncn2[C@@H]1O[C@H](CO)[C@@H](O)[C@H]1O,?
Cc1ccc(S(=O)(=O)N(C#N)c2nc(C)cc(C)n2)cc1,i
N#Cc1cccc(-c2ccnc(N[C@H]3CO[C@H]4[C@@H]3OC[C@@H]4NC(=O)c3ccc4c(c3)OCO4)n2)c1,i
CCOC(=O)c1sc(NC(=O)COc2ccccc2Br)nc1C,i
NC1=NCc2ccccc21,i
Cc1csc(=Nc2ccccc2)n1CC(O)c1ccc([N+](=O)[O-])cc1 (stereo not given),39.0%*
CCOc1ccc(S(=O)(=O)N(C(=O)c2ccncc2)c2ccc3oc4c(c3c2)CCCC4)cc1,?
CC(C)CN1CCNC(=O)C1CC(=O)N1CCC(Cc2ccc(F)cc2)CC1 (stereo not given),i
OCCNCC1(O)C2CC3CC(C2)CC1C3 (stereo not given),i
Cc1ccccc1OCCOc1ccc([N+](=O)[O-])cc1/C=C1\C(=O)NN(c2ccccc2)C1=O,35.0%*
O=C(NCc1ccc(Cl)cc1)c1ccc(Cn2c(=O)[nH]c3ccsc3c2=O)cc1,i
CCc1c(C(=O)N2CCCC2c2nc(CCOC)no2)[nH]c2ccccc12 (stereo not given),i
CCN(CC)CCC(=O)N1c2ccccc2CCc2ccc(NC(=O)OC)cc21,?
Cc1n[nH]c(=O)n1-c1ccc(F)c(Cl)c1,i
O=C(O)C[C@@H]1CCN(C(=O)C2CCC2)C[C@@H]1CCN1CCN(c2cccc(C(F)(F)F)c2)CC1,?
O=C1c2ccccc2C(=O)N1CC(O)COCc1ccccc1 (stereo not given),?
CC(=O)Nc1ccc(OCC(=O)Nc2cc(Cl)cc(Cl)c2)cc1,?
COc1cc(OC)cc(C(=O)Nc2cc(N3CCCS3(=O)=O)ccc2OC)c1,i
CN(CC(=O)NCc1ccccn1)S(=O)(=O)c1ccc2c(c1)CCC(=O)N2,i
Cn1c(SCC(=O)Nc2cc(=O)n(C)c(=O)n2C)nnc1-c1cccs1,i
O=C(O)c1cccnc1CN1CCCC1c1ccco1 (stereo not given),?
COC(=O)c1ccc2c(=O)n(CCc3ccccc3)c(=O)[nH]c2c1,i
CCc1c(C)sc(NC(=O)CSc2n[nH]c(C)c2[N+](=O)[O-])c1C#N,?
CCOCCCn1c(=N)c(C(=O)NC(C)c2ccccc2)cc2c(=O)n3ccccc3nc21 (stereo not given),i
CC(CN1CCCCCC1)NCC1CCN(C(=O)C(C)C)CC1 (stereo not given),?
O=[N+]([O-])c1ccccc1-c1ccccc1I,?
CCOc1ccc(S(=O)(=O)Nc2ccc(Cl)cn2)cc1,i
CC(C)(C)NCC(O)Cn1c2ccccc2c2ccccc21 (stereo not given),i
CN(C)CCCN(C)C1CCCN(C(=O)c2cc3sccc3[nH]2)C1 (stereo not given),?
CC(C)CCN1CC(C(=O)NCc2cccnc2)CC1=O (stereo not given),i
COc1ccccc1-c1cccc(C(=O)NCCc2cnc[nH]2)c1,?
CCOC(=O)C1=C(c2ccccc2)NC(SC)=C(C#N)C1c1ccco1 (stereo not given),i
CCOc1ccc(/C=C2\N=C(c3ccc([N+](=O)[O-])cc3)OC2=O)cc1,i
O=C(c1ccccc1)c1cc2c(ccc3ccccc32)oc1=O,i
CC(=O)N[C@H]1C[C@@H](c2cc(C)cc(F)c2)O[C@@H](C2CCCCC2)C1,i
O=C(CNS(=O)(=O)c1cccs1)N1CCCCC1,i
Cc1[nH]c(=O)[nH]c(=O)c1S(=O)(=O)Nc1ccc(Br)cc1,i
CC(C)(O)/C=C/C(=O)[C@](C)(O)[C@H]1[C@H](O)C[C@@]2(C)[C@@H]3CC=C4[C@@H](C=C(O[C@@H]5O[C@H](CO)[C@@H](O)[C@H](O)[C@H]5O)C(=O)C4(C)C)[C@]3(C)C(=O)C[C@]12C,i
Cc1ccccc1-c1c(C)oc2cc(O)ccc2c1=O,i
CSc1nc(N)nc(SCC(=O)Nc2nc(C)cs2)c1C#N,?
COc1ccc(C2C=C(Nc3ccc(F)cc3)C(=O)N2c2ccc(F)cc2)cc1OC (stereo not given),?
Cc1ccccc1NC(=O)c1cccc(S(=O)(=O)Nc2cccc([N+](=O)[O-])c2)c1,i
COCCCNC(=O)C1CCN(S(=O)(=O)c2ccc(F)cc2)CC1,i
O=C1OC(c2ccc(Oc3ccccc3)cc2)=C/C1=C\c1ccco1,54.0%*
O=C(CN1CCOCC1)Nc1ccc(NC(=O)CN2CCOCC2)cc1,i
Nc1ccccc1-c1nnc(SCc2ccc(Cl)cc2)[nH]c1=O,i
# Later entries:
SMILES,ST2 IL33 inh
COc1ccc(CC(=O)Nc2ccc(=O)n3c2[C@@H]2C[C@@H](CN(C(=O)Nc4ccc(F)cc4)C2)C3)cc1,i
COc1ccc(C2C(C(N)=O)=C(C)Nc3ncnn32)c(OC)c1 (stereo not given),i
Cc1ccc(C)c(S(=O)(=O)Nc2ccc3oc(=O)sc3c2)c1,?
O=C(Nn1cnnc1)c1ccccc1I,i
O=C(Nc1ccc(Cl)cc1)c1cnn2c(C(F)(F)F)cc(-c3ccco3)nc12,i
CCN(CC)CCn1c(SCC(=O)Nc2cc(C)[nH]n2)nc2c(sc3ccccc32)c1=O,i
O=C(NCc1cccnc1N1CCc2ccccc2C1)c1cnn2cccnc12,?
COc1ccc2nc(Cn3cnc4ccc(F)cc4c3=O)[nH]c2c1,i
Cc1cc(C)c(C(=O)Nc2ncc(S(=O)(=O)c3ccc([N+](=O)[O-])cc3)s2)c(C)c1,i
CC1(C)C(c2ccccc2)=[N+]([O-])C(c2ccc([N+](=O)[O-])cc2)N1O (stereo not given),i
c1ccc(CCCCNc2nc(-c3ccncc3)nc3c2CNC3)cc1,i
CC(=O)Nc1ccccc1NS(=O)(=O)c1cccc([N+](=O)[O-])c1,i
CC(C)(C)c1ccc(C(=O)Nc2c3c(nn2-c2cccc(Cl)c2)CS(=O)C3)cc1 (stereo not given),?
CN1CCN(C(=O)CC[C@H]2CNC(=O)[C@@H]3[C@@H](CCN3Cc3ccc(C(=O)O)cc3)N2C)CC1,?
Cc1cnc(C)c(-c2cc(F)c3c(c2)CC(CNC(=O)C24CC5CC(CC(C5)C2)C4)O3)n1 (stereo not given),i
CCc1noc(C)c1C(=O)NCc1cccnc1-n1cnc2ccccc21,?
Cc1ccc(NC(=O)CC(=O)N2CCCCCCCC2)c(C)c1,?
Cc1c(N2C(=O)c3ccc(Br)cc3C2=O)c(=O)n(-c2ccccc2)n1C,i
COc1ccc(Cc2nnc(Nc3ccc(F)cc3)[nH]c2=O)cc1,i
Cc1c(C(C)(C)C)sc(=NS(=O)(=O)c2cccc([N+](=O)[O-])c2)n1C,i

# The closing three compounds of the part above come first, to join the parts:
SMILES,ST2 IL33 inh
Cc1c(N2C(=O)c3ccc(Br)cc3C2=O)c(=O)n(-c2ccccc2)n1C,i
COc1ccc(Cc2nnc(Nc3ccc(F)cc3)[nH]c2=O)cc1,i
Cc1c(C(C)(C)C)sc(=NS(=O)(=O)c2cccc([N+](=O)[O-])c2)n1C,i
Cc1ncc(-c2c(-c3ccccc3)ncn2C)[nH]1,i
O=C1NC(c2ccccc2F)Nc2sc3c(c21)CCCC3 (stereo not given),i
COCCCNc1nc2c(c(=O)n(Cc3cccc(Br)c3)c(=O)n2C)n1C,?
COc1cc2c(cc1-c1[nH]cnc1-c1ccccc1)OCCCO2,i
CNC(=O)[C@@H]1C[C@H](N)CN1C(=O)CCn1cnc2ccccc21,i
O=[N+]([O-])c1ccc(C2SCCN2S(=O)(=O)c2ccc(Cl)cc2)cc1 (stereo not given),?
O=C(c1nc(=O)[nH]c2ccccc12)N1CCc2c([nH]c3ccccc23)C1C1CCCCC1 (stereo not given),i
CCCSC1=C(C#N)C(c2ccccc2)CC(=O)N1 (stereo not given),?
COc1ccccc1CN(C)C1CCN(C)CC1,i
CN(C)C(C(=O)N1CC(c2cccnc2)C1)c1ccccc1F (stereo not given),i
O=C1CSC(c2cccc(Cl)c2Cl)N1c1ccc(O)cc1 (stereo not given),i
Cc1[nH]c(=O)[nH]c(=O)c1S(=O)(=O)NC1CCCCC1C (stereo not given),i
CCSc1nc(CC(=O)NCCc2n[nH]c3c2CCCC3)cs1,?
O=C(O)C1CCCN1S(=O)(=O)c1ccc([N+](=O)[O-])cc1 (stereo not given),i
CC(C)c1cc(C(=O)NCCc2nnc3n2CCNCC3)on1,?
Cc1ccc(OCC(=O)NCc2ccccn2)c(Br)c1,i
COc1ccc(S(=O)(=O)N2C[C@@H]3C[C@H](C2)c2c(-c4ccc(OC(F)(F)F)cc4)ccc(=O)n2C3)cc1,i
O=C(O)c1cccc(NC(=O)c2ccc(-c3ccccc3)cc2)c1,i
O=C(O)CC1(c2ccccc2)C(=O)c2ccccc2C1=O,i
CCOc1cc(C(=O)Nc2ccc(N3CCCC3)cc2)cc(OCC)c1OCC,?
Cc1ccc(C(C)C)c(OCC(=O)NCCc2nc3ccccc3[nH]2)c1,i
O=[N+]([O-])c1ccc(OCCO)c(OCCO)c1,i
COc1ccc(S(=O)(=O)N2CCC(C(=O)NCCC3=CCCCC3)CC2)cc1,i
Cc1cccc(NC(=O)C2(c3ccccc3)CC2(Cl)Cl)c1C (stereo not given),i
CCOc1ccc(-n2c(SCC(=O)OCc3ccccc3)nc3c(c2=O)SCC3)cc1,i
Cn1c(SCC(=O)Nc2nccs2)nnc1C(O)c1ccccc1 (stereo not given),i
CCOC(=O)c1c(NC(=O)C(C)Oc2ccc(Cl)cc2C)sc(C(N)=O)c1C (stereo not given),i
Cc1ccc(-c2noc(CCC(=O)Nc3ccc(Br)cc3C)n2)cc1,?
Nc1ncnc2c1ncn2[C@@H]1O[C@H](CO)C[C@H]1O,i
Cc1ccc(-n2cc(-c3ccc4c(c3)OCO4)[nH]c2=O)cc1,i
Nc1ccccc1-c1nnc(SCc2ccccc2)[nH]c1=O,?
O=C(NCCCc1ccccc1)c1ccccc1,i
Clc1ccc(-n2cccc2CN2CCc3c([nH]c4ccccc34)C2c2ccccn2)nc1 (stereo not given),i
OCC1CCCN1Cc1ccccc1F (stereo not given),?
O=C(O)CNC(=O)Cc1ccccc1,i
Cc1ccc(-n2ncc3c(N4CCN(c5ccccc5)CC4)ncnc32)c(C)c1,i
O=C(NC1CC1)c1ccc2c(c1)N(Cc1ccc(F)cc1Cl)C(=O)CS2,i
COCCN(C(=O)c1ccc(C)c(NC(=O)C2CC2)c1)C(C)C,?
O=C(NCc1ccccn1)c1cc(-c2ccncc2)nc2ccccc12,?
Cc1cc(C)cc(-n2c(CN3CCN(C(=O)Nc4ccccc4C(F)(F)F)CC3)nc3cccnc32)c1,i

# Of the compounds above, these contain bromine.
SMILES,ST2 IL33 inh
Cn1c(=O)c2c(nc(N3CCCCCC3)n2Cc2cccc(Br)c2)n(C)c1=O,?
CCOC(=O)c1sc(NC(=O)COc2ccccc2Br)nc1C,i
Cc1[nH]c(=O)[nH]c(=O)c1S(=O)(=O)Nc1ccc(Br)cc1,i
Cc1c(N2C(=O)c3ccc(Br)cc3C2=O)c(=O)n(-c2ccccc2)n1C,i
COCCCNc1nc2c(c(=O)n(Cc3cccc(Br)c3)c(=O)n2C)n1C,?
Cc1ccc(OCC(=O)NCc2ccccn2)c(Br)c1,i
Cc1ccc(-c2noc(CCC(=O)Nc3ccc(Br)cc3C)n2)cc1,?

# (list continues)
SMILES,ST2 IL33 inh
Cc1cc(C)n(-c2ccc(F)cc2CNC2CCCN(c3ncccn3)C2)n1 (stereo not given),i
CNC(=O)C1CCC(Cn2c(=O)c3sccc3n(CC(=O)Nc3ccc(C)cc3)c2=O)CC1 (stereo not given),i
CC(=O)Nc1ccc(S(=O)(=O)N[C@H]2CO[C@H]3[C@@H]2OC[C@H]3OC(=O)Nc2ccc(C(C)=O)cc2)cc1,?
Cc1cn([C@H]2C=C[C@@H](CO)O2)c(=O)[nH]c1=O,i
O=C(Nc1ccc2c(c1)OCCO2)c1ccc(NC(=O)C2CCCO2)cc1 (stereo not given),?
CCOc1cc(C(=O)Nc2c(-c3cccs3)nc3ccccn23)cc(OCC)c1OCC,i
COc1ccc(C)cc1S(=O)(=O)N1CC(c2ccncc2)C1,i
Cc1ccccc1-n1nc([N+](=O)[O-])c(=NCc2ccc3c(c2)OCO3)n1O,i
O=C(Nc1nc(-c2ccc([N+](=O)[O-])cc2)cs1)c1cccnc1Cl,i
COc1ccc(NC(=O)CN(c2ccccc2)S(=O)(=O)c2ccccc2[N+](=O)[O-])cc1Cl,?
